# Screening data: PubChem, Broad Institute
# Statin myotox sup = suppression of simvastatin myotoxicity; hit rate 0.78% among 330,000; rescue of ATP level, % at 7.49 µM; C2C12 myotubes + simvastatin, ATP luminescence, 48 h; scaled: DMSO 0, geranylgeraniol control 100;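 active means mean ATP rescue above about 67%, or every replicate alone reaching that limit, limit read from the data, passing the limit was not always enough; inconclusive means no clear call, values can overlap the other calls; inactive means mean under the limit and some replicate under it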;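 further: myotubes were challenged with 10 µM simvastatin during compound exposure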
# esBAF inh = inhibitors of esBAF chromatin remodeling in mouse ES cells; reporter increase, % at 12.5 µM; Bmi1-luciferase knock-in reporter, 24 h; 100% = twice the neutral-well signal; hit rate 2% among 350,000; in the data active means activation above about 40%; inconclusive means no clear call, values can overlap the other calls;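 further: 0% = median of the plate's neutral control wells and 100% = double that signal; a rise in the Bmi1 reporter signal indicates esBAF inhibition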
# LGR2 antag = blocks bursicon-induced cAMP signaling via Drosophila LGR2; HEK293 LGR2, CRE-luciferase, bursicon-stimulated, 4 h; inhibition, % at 9.99 µM; hit rate 0.35% among 380,000; AID 720647;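 active means drop in luminescence signal, shown as inhibition above about 50% in the replicate tests, limit read from the data, passing the limit was not always enough; inconclusive means probably only some replicates passing the limit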;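 further: agonist challenge used bursicon conditioned medium at about half maximal strength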
# S100A4 inh HTS = S100A4-myosin IIA interaction inhibition. S100A4/TAMRA-MyoIIA peptide fluorescence polarization. hit rate 0.14% among 360,000. inhibition, % at 10.7 µM;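 active means mean inhibition of at least 70% across replicates, with every replicate also reaching that level; inconclusive means mean inhibition reaches 70% but some replicates fall short; inactive means mean inhibition below 70%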
# Target sequence (P26447 whole entry, looked up): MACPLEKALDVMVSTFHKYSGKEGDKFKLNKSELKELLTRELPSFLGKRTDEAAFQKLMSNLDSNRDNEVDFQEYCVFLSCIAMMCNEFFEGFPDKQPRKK
#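 Test system – S100A4 monomer (human) · Compound – single-point compound testing · Schedule – 5 min incubation before reading · Probe or stimulus – TAMRA-labelled myosin IIA heavy-chain peptide probe, 5 nM · Benchmarks – neutral control DMSO, positive control TFP · Medium – Calcium-containing HEPES buffer, pH 7.2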
# SIRT5 inh = inhibitors of human sirtuin-5 desuccinylase; hit rate 1.1% among 330,000; inhibition, % at 15 µM; Purified SirT5, succinyl-peptide AMC, trypsin-coupled fluorescence; AID 652115; Q9NXA8; in the data active means inhibition above about 15%; inconclusive means no clear call, values can overlap the other calls
# Target sequence (Q9NXA8 whole entry, looked up): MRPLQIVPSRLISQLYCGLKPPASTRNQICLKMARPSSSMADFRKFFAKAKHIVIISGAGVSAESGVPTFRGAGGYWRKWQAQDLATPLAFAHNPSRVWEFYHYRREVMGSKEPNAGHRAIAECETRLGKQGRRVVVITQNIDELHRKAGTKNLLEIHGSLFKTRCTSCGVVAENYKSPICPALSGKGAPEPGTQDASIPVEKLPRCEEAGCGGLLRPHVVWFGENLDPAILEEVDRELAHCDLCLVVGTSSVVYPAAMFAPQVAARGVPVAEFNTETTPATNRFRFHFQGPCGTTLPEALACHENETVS
# CASP6 VEID inh = caspase-6 (human) enzyme inhibition | P55212 | purified caspase-6, Z-VEID-R110 cleavage fluorescence | inhibition, % at 12.5 µM | hit rate 0.53% among 350,000;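 active means mean inhibition across replicates at least about 35%, with every replicate also reaching that limit, limit read from the data; inconclusive means only one of the two criteria met; inactive means neither criterion met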;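 further: 0% = median of neutral control wells and 100% = no fluorescence left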
# Target sequence (P55212 24-179 limits assumed): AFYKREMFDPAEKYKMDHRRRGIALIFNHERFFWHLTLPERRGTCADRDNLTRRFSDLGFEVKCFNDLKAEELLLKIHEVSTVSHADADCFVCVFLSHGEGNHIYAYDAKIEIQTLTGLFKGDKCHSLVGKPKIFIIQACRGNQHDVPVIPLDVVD
# Target sequence (P55212 194-293 limits assumed): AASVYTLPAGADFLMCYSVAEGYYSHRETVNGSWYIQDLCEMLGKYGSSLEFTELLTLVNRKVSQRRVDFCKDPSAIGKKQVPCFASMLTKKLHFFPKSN
# FN deposit inh = fibronectin deposition inhibition; AH1F fibroblasts, Alexa488-fibronectin deposition fluorescence, overnight; inhibition, % at 12.6 µM; hit rate 0.086% among 350,000; AID 743247;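 active means mean inhibition across replicates of 30% or more, regardless of how many single replicates reach that level; inconclusive means mean under 30% yet at least half of replicates reach 30%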;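 further: positive control wells lacked labelled fibronectin entirely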
#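 material = AH1F fibroblast monolayer depositing Alexa488-labelled fibronectin into matrix | amount = 10000 AH1F cells/well | buffer or medium = DMEM plus 2% serum, read in PBS | incubation = 1 h cell adhesion before compound, then overnight fibronectin incubation | detection = fluorescence at 485 nm excitation, 525 nm emission | evaluation = percent inhibition as loss of matrix-bound fibronectin fluorescence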
# Numbers without * were called inactive; ? = inconclusive; . = not tested or not shown; & = joins results of further samples. Not all compounds are listed; rates above refer to the full screens.
Compound	Statin myotox sup	esBAF inh	LGR2 antag	S100A4 inh HTS	SIRT5 inh	CASP6 VEID inh	FN deposit inh
CCS(=O)(=O)Nc1ccc2c(c1)C(=O)N(C)C[C@@H](OC)[C@H](C)CN(CC1CCCC1)[C@@H](C)CO2	-4	-2	-3	.	.	.	2
COc1ccc(CNS(=O)(=O)NCc2ccccc2)cc1	.	.	-16	0	0	1	.
O=C(NNC(=O)c1cccs1)c1ccc(Cl)c([N+](=O)[O-])c1	.	.	47	3	-3	1	5
Cc1cccc(C(=O)Nc2ccc(C(=O)c3ccncc3)cc2)c1	-6	29	13	1	3	0	-1
C[C@H]1CN([C@@H](C)CO)C(=O)c2cc(-c3ccccc3)cnc2O[C@@H]1CN(C)C	0	-5	7	5	-1	2	-1
N#Cc1cccc(-c2ccc3c(c2)[C@H]2[C@H](CCN2C(=O)c2ccc4c(c2)OCO4)[C@@H](CO)N3)c1	15	5	-3	8	5	-1	-9
CCOCCCNC(=O)c1cc2c(-c3ccc(Cl)cc3)nn(C)c2s1	6	-13	-19	1	.	1	5
COCCSc1ccccc1C(=O)N1CCN(Cc2ccccc2)CC1	14	0	-5	-6	.	-2	8

# Reprinted from the part before: 2 entries, then new ones.
Compound	Statin myotox sup	esBAF inh	LGR2 antag	S100A4 inh HTS	SIRT5 inh	CASP6 VEID inh	FN deposit inh
CCOCCCNC(=O)c1cc2c(-c3ccc(Cl)cc3)nn(C)c2s1	6	-13	-19	1	.	1	5
COCCSc1ccccc1C(=O)N1CCN(Cc2ccccc2)CC1	14	0	-5	-6	.	-2	8
CCC(=O)N(C)C[C@@H]1Oc2ncc(C#Cc3ccccc3)cc2C(=O)N([C@H](C)CO)C[C@H]1C	0	1	-13	0	1	2	4
Cc1ccc(S(=O)(=O)N(C)C[C@H]2OCCCC[C@@H](C)Oc3ccc(NS(C)(=O)=O)cc3C(=O)N([C@@H](C)CO)C[C@H]2C)cc1	.	-3	-8	-1	5	1	7
CCSc1nc(-c2ccccc2)c(C#N)c(=O)[nH]1	0	-4	.	.	.	.	-3
C[C@@H]1CCCCO[C@@H](CN(C)C(=O)c2ccccc2)[C@H](C)CN([C@H](C)CO)C(=O)c2cc(NC(=O)c3ccncc3)ccc2O1	19	5	12	-13	0	1	.
Cc1cccc(Cn2c(N3CCCCC3C)nc3c2c(=O)[nH]c(=O)n3C)c1 (stereo not drawn)	120*	5	-13	-24	-3	4	-3
CCCc1cc(C(=O)Nc2sc(C)c(C)c2C(=O)OCC)no1	-1	-4	.	4	-4	-1	7
C[C@H]1CN([C@@H](C)CO)C(=O)Cc2cc(NC(=O)Nc3ccc4c(c3)OCO4)ccc2O[C@@H]1CN(C)C(=O)Nc1ccc(F)cc1	13	15	-1	.	.	.	.
Cc1ccc(C(O)P(=O)(OCc2ccccc2)c2ccc(N(C)C)cc2)cc1 (stereo not drawn)	.	.	.	-6	-3	-2	-3
Cn1nnnc1SCC(=O)c1c(N)n(C2CC2)c(=O)[nH]c1=O	-8	-3	-11	-3	-1	2	-3
COc1ccc(NC(=O)N(C)C[C@H]2Oc3ccc(NS(=O)(=O)c4ccc(Cl)cc4)cc3C(=O)N([C@@H](C)CO)C[C@@H]2C)cc1	.	-2	8	3	3	3	-6
COc1ccc(NC(=O)N(C)C[C@@H]2Oc3ccc(NS(=O)(=O)c4ccc(OC)cc4)cc3CC(=O)N([C@@H](C)CO)C[C@H]2C)cc1	-7	5	2	4	-3	-1	.
Cc1ccn2c(CNCC3COCCO3)c(C(=O)N3CCCCCC3)nc2c1 (stereo not drawn)	.	.	7	4	-2	-6	-3
COc1ccc(NC(=O)CSc2nc3[nH]c(=O)cc(O)c3s2)cc1OC	-12	3	4	-8	-4	18	9
O=C(O)c1ccccc1Nc1cccc(OCc2ccc3ccccc3n2)c1	6	11	-39	-4	3	25	6
COCC#Cc1cnc2c(c1)C(=O)N([C@@H](C)CO)C[C@H](C)[C@H](CN(C)C(=O)Cc1ccncc1)O2	11	-2	5	-4	-2	3	-10
C=CCNC(=O)C1CC1(c1ccc(C)cc1)c1ccc(C)cc1 (stereo not drawn)	4	-3	10	1	0	1	-1
CCOC(=O)c1c(S(=O)(=O)N2CCN(C3CCCCC3)CC2)c(C)n(C)c1C	1	-1	11	25	1	0	8
COc1ccccc1N1CCN(C(=O)c2cc3cc(Br)ccc3oc2=O)CC1	7	-5	-10	-1	4	-1	-1
COc1cccc(NC(=O)CN(C)C(=O)c2ccc(NC(=O)CC3SC(N4CCCCC4)=NC3=O)cc2)c1 (stereo not drawn)	12	.	2	-1	-1	-141	1
C[C@@H]1CCCCO[C@H](CN(C)C(=O)Nc2ccccc2)[C@@H](C)CN([C@H](C)CO)C(=O)c2cc(NC(=O)CCC(F)(F)F)ccc2O1	.	-1	-12	12	-4	2	-10
C[C@H]1CN([C@@H](C)CO)C(=O)CCCn2cc(nn2)CO[C@@H]1CN(C)S(=O)(=O)c1ccc(Cl)cc1	-1&6&-1	-9&0&-3	-11&1	-8&-17&10	-4&-2&-2	-1&1&-1	5&-8
CCOC(=O)C1CCCN(C(=O)c2cc(CN3C(=O)c4ccccc4C3=O)ccc2OC)C1 (stereo not drawn)	1	3	3	0	3	-1	2
COC(=O)c1ccccc1NC(=O)Nc1cnccn1	-11	-12	.	.	.	.	14
Cc1cc(N2CCC(C)CC2)nc2cccc(O)c12	-4	21	.	-6	0	0	-5
COc1cccc(NC(=O)CNC(=O)Cn2cnc3sc4c(c3c2=O)CCCC4)c1	8	3	10	-1	-5	-1	7
Cc1cc(CNC[C@H]2O[C@@H](n3ccc(N)nc3=O)[C@H](O)[C@@H]2O)no1	20	-11	-7	1	-3	-1	.
O=C(CN1CCN(C(=O)C2CCCO2)CC1)Nc1ccc(Cl)cc1 (stereo not drawn)	2	-4	9	0	-2	1	-1
COc1ccccc1C(=O)N1CCN(C(=O)[C@H]2O[C@@H](n3ccc(N)nc3=O)[C@H](O)[C@@H]2O)CC1	4	4	-14	-7	-1	-1	4
Cn1nc(C(F)(F)F)c(-c2ccccc2)c1N	.	.	.	-2	3	-5	-3
Cc1noc(C)c1S(=O)(=O)Nc1cccc2c1O[C@@H](CN(C)S(=O)(=O)c1ccccc1)[C@@H](C)CN([C@H](C)CO)C2=O	-34	0	-5	-23	-4	0	.
Cc1cc(C)cc(N(CC(=O)NCC2CCCO2)C(=O)CCC(=O)Nc2nccs2)c1 (stereo not drawn)	4	-4	-1	6	-2	4	-1
C[C@@H]1CN([C@H](C)CO)C(=O)c2cccc(NC(=O)C3CCOCC3)c2O[C@H]1CN(C)Cc1ccc2c(c1)OCO2	30	-1	6	9	.	1	-4
Cc1c(Cl)cnc(NC(=O)COC(=O)Cc2coc3ccc4ccccc4c23)c1Cl	.	.	17	-6	-2	-5	4
CNC[C@H]1Oc2ccc(NC(=O)c3ccncc3)cc2CC(=O)N([C@@H](C)CO)C[C@@H]1C	3	-2	6	9	3	.	1
c1ccc2c(c1)nnn2Cc1nnc2sc(-c3ccncc3)nn12	-11	0	-3	.	.	.	-2
CC1CC(C)CN(S(=O)(=O)c2cc3c(cc2Cl)NC(=O)CO3)C1 (stereo not drawn)	17	-4	16	1	0	0	0
CCc1nc2ccc(C(=O)Nc3cccc(NS(C)(=O)=O)c3)cn2c1N(C)CCN1CCOCC1	-4	0	-4	9	-6	-2	-9
Cc1cccc(C)c1NC(=O)C1(C)CSCC(=O)N1CCCN1CCOCC1 (stereo not drawn)	.	.	-2	1	-1	-1	11
COc1ccc(CNC(=O)c2cn(Cc3ccc(S(=O)(=O)N(C)C)cc3)c(=O)s2)cc1	-2	6	-13	2	.	-2	-12
COc1ccc(NC(=O)N(C)C[C@@H]2Oc3ccc(NC(=O)Cn4cnnn4)cc3C(=O)N([C@H](C)CO)C[C@H]2C)cc1	?	1	15	3	4	4	.
C/C(=N\N=C(/N)SC1CC(=O)N(c2cccc(Cl)c2)C1=O)c1cccs1 (stereo not drawn)	-1	0	-6	-4	-2	5	.
O=C(NCCN1C(=O)S/C(=C\c2ccc(Cl)cc2)C1=O)C1=COCCO1	-3	7	-1	7	0	0	-4
CN1CCN(c2ncc(CN3C(=O)c4ccccc4C3=O)s2)CC1	-1	-1	4	5	3	-2	3
Cn1c(N)c(C(=O)COC(=O)c2ccccn2)c(=O)n(C)c1=O	-61	-9	-38	2	-10	1	0
CCOC(=O)C1=C(C)N=c2s/c(=C\c3ccc(C(=O)O)cc3)c(=O)n2C1c1ccc(F)cc1 (stereo not drawn)	15	-1	6	3	2	23	2
Cc1ccc2c(c1)cc(CN(Cc1cccnc1)C(=O)c1ccccc1)c1nnnn12	11	-1	17	0	-2	-2	-7
CN(NC(=O)COc1ccccc1)C1=NS(=O)(=O)c2ccccc21	.	.	13	1	-3	-1	3
COc1cc(O)c2c(=O)c(-c3ccc(O[C@@H]4O[C@H](CO)[C@@H](O)[C@H](O)[C@H]4O)cc3)coc2c1	0	25	-61	4	3	9	4
CCC(=O)N1CC[C@H]2[C@H](CO)Nc3ccc(-c4cccc(C#N)c4)cc3[C@H]21	-8	2	-14	.	.	.	-7
O=S(=O)(c1ccc(Br)s1)N1CCN(c2ccccc2)CC1	-80	-5	.	.	.	.	1
CC(C)C(=O)Nc1ccc2c(c1)C(=O)N(C)[C@H]1CC[C@@H](CC(=O)N[C@H](C)c3ccccc3)O[C@@H]1CO2	-8	7	-3	.	.	.	-6
CN(CC1CCOCC1)C(=O)CC1C(=O)NCCN1Cc1cccc(Oc2ccccc2)c1 (stereo not drawn)	.	.	-5	-9	-7	-4	17
CCN1CCCC1CNC(=O)c1cc2cc(F)ccc2[nH]1 (stereo not drawn)	5	3	2	-5	-17	-36	4
C[C@@H]1CN([C@@H](C)CO)C(=O)c2cc(C#C[C@@H](C)O)cnc2O[C@@H]1CN(C)C(=O)Nc1ccc(F)cc1	-10	3	-8	8	-13	0	-6
CCC1(C)Cc2ccccc2-c2nc3n(c(=O)c21)CC(C(=O)O)S3 (stereo not drawn)	-1	-7	22	.	.	.	.
S=c1[nH]cnc2scc(-c3ccc(Cl)cc3)c12	.	.	8	-17	-4	4	-15

# The results go on.
Compound	Statin myotox sup	esBAF inh	LGR2 antag	S100A4 inh HTS	SIRT5 inh	CASP6 VEID inh	FN deposit inh
COc1ccc(CN2CCC(N3CCC(C(=O)N4CCOCC4)CC3)CC2)c(F)c1	-3	-1	.	-7	-6	-10	-1
Cc1ccccc1NC(=O)Nc1ccc(C(F)(F)F)cc1	.	.	-78	-4	-3	0	-12
CC1NC(=O)c2cccnc2-n2c1nc1ccccc1c2=O (stereo not drawn)	-4	-4	4	-5	3	3	-3
CCN(CC)CCCNC(=O)c1sc2ncn(CC(=O)Nc3ccc(C)c(Cl)c3)c(=O)c2c1C	.	.	-6	-1	-1	-33	11
COc1cccc(CNC(=O)CSc2ccc(-c3ccccn3)nn2)c1	5	-1	-5	-8	1	0	-5
COc1ccc(-c2ccc(C3[C@H]4CNC[C@@H]3N4Cc3cncnc3)cc2)cc1 (stereo partly drawn)	.	.	-13	1	1	-15	-6
CCCCN(C(=O)CCCc1nc2ccccc2s1)c1c(N)n(CC(C)C)c(=O)[nH]c1=O	17	-2	-14	1	0	3	-3
C=CCN=c1scc(-c2ccc(F)cc2)n1/N=C/c1ccccn1	.	.	-57	0	-1	0	0
CCCCOc1ccc(N=Cc2cccs2)cc1	.	.	-8	-6	-8	-2	-7
